BLM inh – qHTS Assay for Inhibitors of Bloom's syndrome helicase (BLM). recombinant BLM DNA unwinding, fluorescence dequenching. Potency, µM (top dose mostly 56.1 µM), without a hit: at the top dose activity change, negative = inhibition, most hits filed as inhibitors. 350,000 tested, 0.2% active. AID 2528, 2010;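 note: plate controls were vehicle for no effect and no enzyme for full effect; nearly all actives have a fitted effect of over 35% in size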
Target sequence (P54132 whole entry, looked up): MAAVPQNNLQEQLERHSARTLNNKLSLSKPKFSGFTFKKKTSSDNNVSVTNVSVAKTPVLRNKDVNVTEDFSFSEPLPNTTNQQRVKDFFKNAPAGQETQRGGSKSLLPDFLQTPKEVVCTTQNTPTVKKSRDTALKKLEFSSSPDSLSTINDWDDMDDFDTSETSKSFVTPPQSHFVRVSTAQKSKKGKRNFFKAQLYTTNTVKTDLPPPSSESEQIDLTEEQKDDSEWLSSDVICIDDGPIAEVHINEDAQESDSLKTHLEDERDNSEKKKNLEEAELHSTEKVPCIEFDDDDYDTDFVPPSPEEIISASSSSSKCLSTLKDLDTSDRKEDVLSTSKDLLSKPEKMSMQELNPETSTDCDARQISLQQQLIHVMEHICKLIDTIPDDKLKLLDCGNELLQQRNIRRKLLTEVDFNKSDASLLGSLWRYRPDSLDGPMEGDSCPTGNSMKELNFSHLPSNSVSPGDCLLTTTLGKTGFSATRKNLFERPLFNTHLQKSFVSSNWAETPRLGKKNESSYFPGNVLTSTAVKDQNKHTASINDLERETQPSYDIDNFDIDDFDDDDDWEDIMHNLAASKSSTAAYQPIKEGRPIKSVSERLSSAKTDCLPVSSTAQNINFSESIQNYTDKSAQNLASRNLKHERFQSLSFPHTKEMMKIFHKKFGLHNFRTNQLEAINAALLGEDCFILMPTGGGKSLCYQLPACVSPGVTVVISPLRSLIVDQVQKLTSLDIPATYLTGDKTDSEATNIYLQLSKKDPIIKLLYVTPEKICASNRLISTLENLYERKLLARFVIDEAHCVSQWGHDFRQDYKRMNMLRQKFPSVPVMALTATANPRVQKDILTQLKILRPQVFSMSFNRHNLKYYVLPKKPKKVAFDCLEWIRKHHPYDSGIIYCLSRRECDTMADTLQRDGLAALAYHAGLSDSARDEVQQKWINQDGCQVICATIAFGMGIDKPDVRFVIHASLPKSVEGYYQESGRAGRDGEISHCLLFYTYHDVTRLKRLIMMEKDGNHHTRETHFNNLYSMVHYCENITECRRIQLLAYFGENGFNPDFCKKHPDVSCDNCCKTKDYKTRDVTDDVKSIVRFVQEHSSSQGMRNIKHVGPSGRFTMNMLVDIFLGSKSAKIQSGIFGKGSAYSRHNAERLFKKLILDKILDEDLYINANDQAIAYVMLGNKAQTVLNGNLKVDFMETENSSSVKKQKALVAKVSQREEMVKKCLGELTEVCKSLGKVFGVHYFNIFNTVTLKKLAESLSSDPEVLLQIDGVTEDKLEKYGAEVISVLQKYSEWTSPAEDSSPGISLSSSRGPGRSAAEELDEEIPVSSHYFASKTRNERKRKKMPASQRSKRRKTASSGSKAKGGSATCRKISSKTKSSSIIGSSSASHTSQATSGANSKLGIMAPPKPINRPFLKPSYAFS
G9a block – qHTS Assay for Inhibitors of Histone Lysine Methyltransferase G9a | Histone-lysine N-methyltransferase EHMT2 (Homo sapiens), Q96KQ7 | AID 504332, 2011 | Potency, µM (series often up to 102 µM), without a hit: top-dose activity, negative = inhibition, actives largely listed as inhibitors | 350,000 tested, 8.8% active | G9a H3K9 monomethylation, AlphaScreen, 2 h; note: % is set by controls: 0 for no effect and ±100 for the full control effect; nearly all actives have a fitted effect of over 75% in size
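Signal arises when biotinylated H3K9 peptide, once monomethylated, bridges streptavidin donor and antibody-captured acceptor beads. Enzyme at 20 nM was preincubated 15 min with test compounds; peptide 500 nM and SAM 20 uM then reacted for 2 h.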
Pol iota inh – qHTS for Inhibitors of Polymerase Iota | DNA polymerase iota (Homo sapiens), Q9UNA4 | Pol iota fluorescent replication assay, 10 min | Potency, µM (series often up to 115 µM), for the others: at the highest dose activity, negative = inhibition, usual class: inhibitors | 390,000 tested, 1% active | AID 588590, 2011
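Fluorescent replication assay read twice, at 0 min and 10 min after adding 50 nM (final) substrate. Enzyme (10 nM) and compounds were first incubated 15 min at room temperature; enzyme-free buffer wells were negative controls.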
POLH inh – qHTS for Inhibitors of Polymerase Eta; DNA polymerase eta (Homo sapiens), Q9Y253; recombinant Pol eta, fluorescent DNA replication assay; Potency, µM (highest dose often 114 µM), for inactives: top-dose activity change, negative = inhibition, hits mostly inhibitors; 390,000 tested, 1.2% active; AID 588591, 2011; note: % is set by controls: 0 for no effect and ±100 for the full control effect
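Pol eta (10 nM) was preincubated with compounds for 15 min at room temperature, after which fluorescent replication substrate (50 nM final) was added to start the reaction. Fluorescence was read kinetically at 0 and 10 min.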
APEX1 inh – qHTS Assay for Inhibitors of the Human Apurinic/apyrimidinic Endonuclease 1 (APE1); Potency, µM (titrated, usually from 65.8 µM), without a hit: at the highest dose activity change, negative = inhibition, usual class: inhibitors; 350,000 tested, 0.35% active; recombinant APE1, TAMRA/BHQ-2 abasic DNA cleavage fluorescence; DNA repair nuclease/redox regulator APEX1 (Homo sapiens), P27695;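 note: plate controls were vehicle for no effect and reference inhibitor for full effect; nearly all actives have a fitted effect of over 55% in size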
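APE1 at 0.75 nM preincubated 15 min at room temperature with compound. Reaction then started with 50 nM double-stranded THF-abasic substrate labelled with TAMRA/BHQ-2, and 525/598 nm fluorescence read kinetically. Activity taken as third-minus-first read difference, normalized to DMSO and NSC13755 controls.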
JMJD2A Tudor inh – qHTS Assay for Inhibitors of JMJD2A-Tudor Domain; Lysine-specific demethylase 4A (Homo sapiens), O75164; AlphaScreen JMJD2A-Tudor / H3K4me3 peptide binding; Potency, µM (doses to about 114 µM), for the others: top-dose activity change, negative = inhibition, usual class: inhibitors; 390,000 tested, 4.4% active; AID 504339, 2011; note: % is set by controls: 0 for no effect and ±100 for the full control effect; nearly all actives have a fitted effect of over 50% in size
POLK inh – qHTS for Inhibitors of Polymerase Kappa; purified Pol kappa, fluorescent DNA synthesis assay, 10 min; AID 588579, 2011; DNA polymerase kappa (Homo sapiens), Q9UBT6; 400,000 tested, 0.53% active; Potency, µM (doses to about 107 µM), for the others: at the highest dose activity, negative = inhibition, actives largely listed as inhibitors; note: % is set by controls: 0 for no effect and ±100 for the full control effect
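10 nM Pol kappa was preincubated with compounds for 15 min at room temperature. Reaction started with 50 nM (final) substrate. Fluorescence read kinetically at 0 and 10 min.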
POLB inh – qHTS Assay for Inhibitors of DNA Polymerase Beta; P06746; Pol beta primer extension/strand displacement, fluorescence kinetic; Potency, µM (top dose mostly 114 µM), for inactives: top-dose activity change, negative = inhibition, hits mostly inhibitors; 340,000 tested, 1.3% active; AID 485314, 2010; note: % is set by controls: 0 for no effect and ±100 for the full control effect
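Human Pol beta at 10 nM; strand-displacement substrate 50 nM final. Compound exposure 15 min at room temperature before start, reaction 10 min at room temperature.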
BAZ2B block – qHTS Assay for Inhibitors of BAZ2B. AlphaScreen BAZ2B-H3K14Ac peptide displacement. AID 504333, 2011. 360,000 tested, 4.4% active. Potency, µM (highest dose often 114 µM), without a hit: top-dose activity change, negative = inhibition, actives largely listed as inhibitors; note: % is set by controls: 0 for no effect and ±100 for the full control effect; nearly all actives have a fitted effect of over 60% in size
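In this displacement format the biotinylated H3(5-23) peptide acetylated at Lys14 serves as ligand at 50 nM, with BAZ2B at 50 nM in PBS pH 7.4 containing 0.01% Tween-20. Donor and acceptor beads are 10 ug/mL final.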
An asterisk follows results filed as active; u = inconclusive; x = no result given; & = joins results of further samples; [ ] = another dose, or the depositor's remark. Calls come from the whole dose curve; as a rule, active = well fitted curve in the direction sought with a large enough effect; inconclusive = small, poorly fitted or top-dose-only effect, or another doubt; inactive = no such curve, though single readings can be large; an effect the other way counts as inactive or inconclusive. Potency is the fitted concentration of half-maximal effect. Some of the compounds tested; count on the stated rates, not on these rows.

nr | Structure | BLM inh | G9a block | Pol iota inh | POLH inh | APEX1 inh
1 | COc1ccccc1Nc1nc(N)nc(CN2CCCCCC2)n1 | 0% | u | -3% | 0% | -1%
2 | CCN(CCn1cccn1)C(=O)CC1C(=O)NCCN1Cc1ccc(F)cc1 (stereo not given) | -2% | 6% | 3% | 0% | -2%
3 | CCOC(=O)c1c(C)[nH]c(C(=O)NCCN2CCOCC2)c1C | 1% | -15% | 40%[activator] | -16% | 44%[activator]
4 | O=C(NC1CCCC1)C1CCN(c2cnccn2)CC1 | 7% | -10% | 28% | -13% | -2%
5 | COC(=O)[C@H](C)NC(=O)Nc1ccccc1F | -1% | -29%[12.7 µM] | 13% | -15% | -2%
6 | N#Cc1cc([N+](=O)[O-])ccc1NC(=O)COC(=O)CN1C(=O)C2CCCCC2C1=O (stereo not given) | x | x | 13% | -20% | 44%[activator]
7 | C/C(=N/NC(=O)c1nnn(-c2nonc2N)c1COc1ccccc1)c1ccc(O)cc1 | -3% | 88%[activator] | -26% | -4% | -6%
8 | O=C(NCc1nc2ccccc2[nH]1)C1=C[C@H](c2ccccc2)C[C@H](OCc2ccc(CO)cc2)O1 | 5% | 43%[59 µM] | -13% | -7% | -9%
9 | CN1C(C(=O)NCc2cccc(Br)c2)CC2Cn3c(nc4ccccc43)C21 (stereo not given) | -2% | -4%[12.7 µM] | 18% | -17% | 5%
10 | COc1cc(C2CC(=O)n3c(nc4ccccc43)S2)cc(OC)c1OC (stereo not given) | 2% | -11%[59 µM] | x | x | 0%

nr | JMJD2A Tudor inh | POLK inh | POLB inh | BAZ2B block
1 | -17%[11.4 µM] | -17% | 1% | 13µM*
2 | -9%[57.1 µM] | 1% | 7% | -3%
3 | -25% | -13% | 11% | -6%
4 | -8% | 2% | 15% | -6%
5 | -9% | -1% | 1% | 1%
6 | -6% | -15% | x | x
7 | -4% | -4% | 8% | -17%[57.1 µM]
8 | -17% | -13% | -2% | 13%
9 | 1% | 3% | 20% | 3%
10 | x | x | 16% | 3%

Four of the compounds above, as labelled records.
8. O=C(NCc1nc2ccccc2[nH]1)C1=C[C@H](c2ccccc2)C[C@H](OCc2ccc(CO)cc2)O1
  BLM inh: 5%	G9a block: 43%[59 µM]	Pol iota inh: -13%	POLH inh: -7%	APEX1 inh: -9%	JMJD2A Tudor inh: -17%	POLK inh: -13%	POLB inh: -2%	BAZ2B block: 13%
5. COC(=O)[C@H](C)NC(=O)Nc1ccccc1F
  BLM inh: -1%	G9a block: -29%[12.7 µM]	Pol iota inh: 13%	POLH inh: -15%	APEX1 inh: -2%	JMJD2A Tudor inh: -9%	POLK inh: -1%	POLB inh: 1%	BAZ2B block: 1%
2. CCN(CCn1cccn1)C(=O)CC1C(=O)NCCN1Cc1ccc(F)cc1 (stereo not given)
  BLM inh: -2%	G9a block: 6%	Pol iota inh: 3%	POLH inh: 0%	APEX1 inh: -2%	JMJD2A Tudor inh: -9%[57.1 µM]	POLK inh: 1%	POLB inh: 7%	BAZ2B block: -3%
1. COc1ccccc1Nc1nc(N)nc(CN2CCCCCC2)n1
  BLM inh: 0%	G9a block: u	Pol iota inh: -3%	POLH inh: 0%	APEX1 inh: -1%	JMJD2A Tudor inh: -17%[11.4 µM]	POLK inh: -17%	POLB inh: 1%	BAZ2B block: 13µM*

Remaining list, next part.
nr | Structure | BLM inh | G9a block | Pol iota inh | POLH inh | APEX1 inh
11 | CCCN1CCN(C(=O)Cn2cnc3ccc(S(=O)(=O)N4CCC(C)CC4)cc3c2=O)CC1 | -5% | -10% | 31%[activator] | -1% | -2%
12 | CC(C)Oc1cccc(C(=O)C2CCCN(C(=O)c3ccccn3)C2)c1 (stereo not given) | -1% | 26% | 28% | 4% | 39%
13 | Cc1csc(NC(=O)c2cccnc2Cl)n1 | x | x | 39%[activator] | -10% | x
14 | COCCCn1c(O)c(/C=C2\N=C(C#N)C(=Nc3ccc(C)cc3)O2)sc1=S | -6% | u | u | -15% | -4%
15 | CCc1cc(C(=O)Nc2ccccc2N2CCOCC2)sc1C | x | -43%[59 µM] | 15% | -21% | 53%[activator]
16 | CN1C(=O)c2cccc3c(S(=O)(=O)N4CCCC4C(=O)O)ccc1c23 (stereo not given) | -1% | -1% | 20% | 2% | 17%
17 | O=C(O)c1cc(S(=O)(=O)N2CCOCC2)ccc1N1CCCCC1 | 0% | 6% | 21% | 13% | -7%
18 | COc1cc(NC(=O)c2cccc(S(=O)(=O)N3CCCCC3)c2)cc(OC)c1OC | x | x | -13% | -23% | -7%
19 | O=C(O)C1Sc2[nH]c(=O)sc2C2c3ccc(O)cc3OC(=O)C12 (stereo not given) | -16% | 40µM* | u | -58% | -8%
20 | CC1CCN(CCCNC(=O)c2ccc(CS(=O)(=O)Cc3ccc(Cl)cc3)o2)CC1 | 3% | x | -7% | 2% | 9%

nr | JMJD2A Tudor inh | POLK inh | POLB inh | BAZ2B block
11 | -15% | -14% | u | 9%
12 | -2% | -13% | -3% | -16%[57.1 µM]
13 | -13% | -10% | x | x
14 | u | -4% | 14% | 10µM*
15 | 7% | -11% | x | 5%
16 | -9% | -6% | 0% | u
17 | -2% | -13% | -4% | -2%
18 | -31% | 0% | x | x
19 | -30% | u | 27% | -38%
20 | -23% | -29% | -6% | 1%

Continuation.
nr | Structure | BLM inh | G9a block | Pol iota inh | POLH inh | APEX1 inh
21 | CC(C)NC(=O)COC(=O)c1ccccc1Oc1ccccc1 | 0% | 24%[12.7 µM] | 9% | -1% | 2%
22 | CCCN(CC1CC1)C(=O)COC(=O)c1oc2c(F)cccc2c1C | x | 5%[12.7 µM] | -8% | -8% | -12%
23 | CCc1cccc(C)c1NC(=O)Cn1c(=O)n(-c2ccc(C)cc2)c(=O)c2c1cnn2C | -1% | 5%[59 µM] | -1% | -9% | x
24 | CCCCCC(C)NC(=O)c1cc(S(=O)(=O)N2CCCCC2)ccc1N1CCOCC1 (stereo not given) | x | 9%[12.7 µM] | 28% | -21% | 16%
25 | Brc1ccc(-c2nc3ncccn3c2Nc2ccc3c(c2)OCCO3)o1 | -9% | u | 15% | -12% | 12%
26 | Fc1cc(F)cc(Nc2nc(Cl)nc(NC3CCCC3)n2)c1 | x | 10%[0.501 µM] | 16% | -12% | -14%
27 | COc1ccc(OC)c(/C=C/C(=O)OCC(=O)N2CCCC2)c1 | x | 14%[12.7 µM] | 13% | -7% | 13%
28 | COc1ccccc1N1CCN(S(=O)(=O)c2cc3c(cc2C)NC(=O)CO3)CC1 | -5% | 79µM* | 8% | -14% | 6%
29 | O=C(CN1C(=O)NC2(CCCC2)C1=O)OCCOc1ccccc1 | -1% | 20% | 2% | 0% | -2%
30 | CC(C)(C)C(=O)Nc1nc2cc3c(cc2s1)OCO3 | 0% | 11% | u | -5% | 1%

nr | JMJD2A Tudor inh | POLK inh | POLB inh | BAZ2B block
21 | 11% | 3% | -1% | 6%
22 | 16% | -10% | x | 18%
23 | -3% | 0% | -13% | 6%
24 | -14% | -11% | x | -2%
25 | u | -1% | 18% | 50µM*
26 | -12%&4% | 4% | x | 6%
27 | 9% | 14% | x | 0%
28 | -31% | -3% | -24% | -29%
29 | -6% | -8% | 42% | 1%
30 | -25% | 9% | 0% | -1%

The results go on.
nr | Structure | BLM inh | G9a block | Pol iota inh | POLH inh | APEX1 inh
31 | Cc1ccc(F)c(N=Cc2c(O)c3ccccc3oc2=O)c1 | -4% | -23%[0.501 µM] | 27% | -15% | 7%
32 | COc1ccc(C)cc1NC(=O)c1cc(S(=O)(=O)N2CCCCC2)c[nH]1 | 2% | -7%[59 µM] | -11% | -8% | x
33 | CC(C)c1ccccc1OCCNC(=O)c1cncc(Br)c1 | -5% | 36%[activator] | 123%[activator] | -26% | -2%
34 | COc1cc(Cl)ccc1NC(=O)COc1ccccc1C(=O)NN | -4% | 1% | 8% | 1% | -3%
35 | COC(=O)c1ccc(C(=O)OC)c(NC(=O)C2CCCO2)c1 (stereo not given) | -5% | -2% | -6% | -3% | 18%
36 | Cc1ccc(N2CCN(CC(O)COc3cccc4ccccc34)CC2)cc1 (stereo not given) | -4% | 40µM* | u | -24% | 1%
37 | COC(=O)c1ccccc1NC(=O)COC(=O)CSc1nnc(N)s1 | -5% | 28µM* | 8% | -13% | 10%
38 | COCCCN1C2=C(C(=O)CC(C)(C)C2)C(c2ccc(OC)c(OC)c2)C2=C1CC(C)(C)CC2=O | -1% | 71µM* | 13% | -22% | 53%[activator]
39 | COc1ccc(C)cc1Nc1n[n+](C)c(-c2ccc(C(=O)O)cc2)s1 | -1% | u | x | x | -2%
40 | Cc1ccc(OCc2n[nH]c(=S)n2N)cc1C | -8% | u | 177%[activator] | -19% | u
41 | Cc1cc(C)nc(NC(=O)c2ccc(Br)s2)n1 | -6% | u | 7% | 5% | 10%
42 | Cc1cc(N=Nc2ccc(Cl)cc2)cc(CN2CCOCC2)c1O | -12% | 7.9µM* | 74%[activator] | -13% | -3%

nr | JMJD2A Tudor inh | POLK inh | POLB inh | BAZ2B block
31 | -13% | -17% | 5% | 4%
32 | -22% | -12% | 11% | -12%
33 | 12% | -12% | 0% | 5%
34 | -14% | -16% | -11% | -8%
35 | -8% | -1% | 6% | -13%
36 | 45µM* | -8% | 8% | 35µM*
37 | -23% | -15% | 8% | -4%
38 | -11% | -9% | 36% | -17%
39 | x | x | 11% | -23%
40 | u | 0% | -6% | -19%
41 | -19% | -1% | 2% | -24%
42 | 16µM* | -3% | -18% | 10µM*

Screening results deposited in PubChem BioAssay by National Center for Advancing Translational Sciences (NCATS).
